Screens (PubChem)
SRC2 inh: human SRC2 (NCOA2) inhibition; AID 651957; HEK293 GAL4-SRC2 luciferase reporter, luminescence; Q15596; 0.17% of 370,000 active; inhibition, % at 9 µM;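 active means inhibition above the mean inhibition of all tested compounds plus 3 SD, set per campaign, cut at about 52% in these data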;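 further: 0% = DMSO treated cells and 100% = cells given Gossypol at 36 µM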
TROY signal inh: blocks TROY-dependent signaling in reporter cells. Q293 LMP1-TROYcd NF-kB luciferase reporter, 4 h. 0.98% of 360,000 active. AID 1347056. inhibition, % at 10 µM;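 active means compounds whose plate-normalised and pattern-corrected inhibition of the luciferase reporter signal at the single screening dose is 50% or more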
KKLEB cytotox: counter-screen for CF NF-kB inhibitors: cytotoxicity; KKLEB CF airway cells viability, ATPlite luminescence, overnight; active compounds read low; cells stimulated with P. aeruginosa culture filtrate; activity change (cytotoxicity), % at 5 µM; 0.36% of 360,000 active; AID 602141;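 active means corrected activity change at or below -50% at 5 µM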
LMP1 NFkB inh: Epstein-Barr LMP1 NF-kappaB reporter inhibition | LMP1-induced NF-kappaB luciferase reporter cells, luminescence | inhibition, % at 12.5 µM | 0.69% of 350,000 active; in the data active means inhibition above about 41%;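 further: 0% = neutral control wells and 100% = reference inhibitor control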
SRC1 inh: inhibits human SRC1 coactivator; Q15788; HEK293 GAL4-SRC1 luciferase reporter, luminescence; inhibition, % at 3.6 µM; 0.12% of 360,000 active;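 active means inhibition above the campaign mean plus 3 SD, with each screening campaign given its own cutoff, cut at about 60% in these data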;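 further: 0% = DMSO treated cells and 100% = gossypol at 36 µM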
SRC3 inh: human NCOA3 inhibition; inhibition, % at 3.6 µM; Q9Y6Q9; HEK293 GAL4-SRC3 luciferase reporter, luminescence; 0.17% of 360,000 active; AID 588352;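 active means inhibition above a per-campaign cutoff, the mean of all compounds plus 3 SD, cut at about 60% in these data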;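 further: 0% = DMSO-treated cells and 100% = gossypol-treated cells at 36 µM; higher means less SRC3-driven luciferase light from the GAL4 reporter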
TWEAK Fn14 block: TWEAK-Fn14 signaling inhibition; TWEAK-stimulated Fn14 reporter cells, luciferase luminescence, 8 h; inhibition, % at 10 µM; 2% of 360,000 active; AID 1159606; in the data active means inhibition above about 50%
NR5A2 inv ag: NR5A2 inverse agonism in reporter assay; O00482; HEK293T StAR-luciferase reporter, LRH-1 transfected, 24 h; inhibition, % at 3.6 µM; 0.13% of 360,000 active; AID 602396;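 active means inhibition above the mean inhibition of all tested compounds plus 3 SD, cut at about 73% in these data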;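 further: 0% = DMSO wells and 100% = reporter-only cells lacking LRH-1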
Target sequence (O00482 whole entry, looked up): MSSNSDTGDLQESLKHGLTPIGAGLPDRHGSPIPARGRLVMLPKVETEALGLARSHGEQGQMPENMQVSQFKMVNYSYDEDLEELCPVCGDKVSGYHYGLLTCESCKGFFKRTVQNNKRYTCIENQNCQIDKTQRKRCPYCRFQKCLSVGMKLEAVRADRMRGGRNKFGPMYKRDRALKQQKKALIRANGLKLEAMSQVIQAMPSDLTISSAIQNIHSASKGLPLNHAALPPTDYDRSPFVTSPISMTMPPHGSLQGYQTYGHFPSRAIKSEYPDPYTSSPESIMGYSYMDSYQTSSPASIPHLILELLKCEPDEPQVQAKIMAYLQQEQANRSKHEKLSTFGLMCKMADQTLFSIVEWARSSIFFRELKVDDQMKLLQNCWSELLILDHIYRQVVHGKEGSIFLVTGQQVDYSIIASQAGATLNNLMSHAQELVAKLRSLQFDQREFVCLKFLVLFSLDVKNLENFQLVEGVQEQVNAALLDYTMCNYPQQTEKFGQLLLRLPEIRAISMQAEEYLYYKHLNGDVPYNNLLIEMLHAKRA
TRAIL sens C8: caspase-8 TRAIL sensitization. AID 624354. inhibition (viability loss, TRAIL sensitization), % at 10 µM. NB7+C8 cells + TRAIL, ATPlite viability luminescence. 1% of 360,000 active;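 active means compounds causing at least 50% loss of cell viability in the single-dose screen, relative to plate controls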
CF NFkB block: inhibitors of cystic fibrosis induced NF-kB; inhibition, % at 5 µM; AID 588850; KKLEB NF-kB-GFP reporter, PAF-induced, GFP fluorescence overnight; 0.86% of 360,000 active;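 active means at least 50% inhibition at 5 µM, scaled per plate between neutral and stimulator controls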;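 further: PAF is a Pseudomonas aeruginosa culture filtrate used as stimulus; plate controls were PAF-stimulated DMSO wells for no effect and unstimulated DMSO wells for full effect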
NR2F2 inh: blocks human COUP-TFII nuclear receptor. P24468. HEK293T NGFI-A luciferase reporter, luminescence. inhibition, % at 8.6 µM. 0.7% of 370,000 active. AID 686940;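 active means inhibition above a per-plate cutoff, mean inhibition of test wells between control levels plus 3 SD, cut at about 38% in these data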;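 further: cells cotransfected with COUP-TFII expression vector driving the NGFI-A reporter; 0% = median of COUP-TF2 test wells and 100% = reporter-only cells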
Target sequence (P24468 whole entry, looked up): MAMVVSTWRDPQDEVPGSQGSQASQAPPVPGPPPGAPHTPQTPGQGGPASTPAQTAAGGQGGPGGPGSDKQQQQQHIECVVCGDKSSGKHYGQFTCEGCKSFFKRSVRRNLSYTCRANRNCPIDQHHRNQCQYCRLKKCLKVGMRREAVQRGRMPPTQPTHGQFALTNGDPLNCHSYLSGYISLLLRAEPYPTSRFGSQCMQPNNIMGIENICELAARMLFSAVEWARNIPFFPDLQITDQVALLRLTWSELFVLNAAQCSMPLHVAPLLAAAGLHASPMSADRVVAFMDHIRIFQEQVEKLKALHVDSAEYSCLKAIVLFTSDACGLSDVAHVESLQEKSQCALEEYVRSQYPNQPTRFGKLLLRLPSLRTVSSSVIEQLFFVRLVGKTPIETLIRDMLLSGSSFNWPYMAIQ
An asterisk follows results filed as active; . = not tested or not shown.

Structure,SRC3 inh,SRC1 inh,CF NFkB block,TWEAK Fn14 block,KKLEB cytotox,NR2F2 inh,TROY signal inh,NR5A2 inv ag,TRAIL sens C8,LMP1 NFkB inh,SRC2 inh
Nc1c(-c2ccc(Cl)cc2)cnn1C1CCS(=O)(=O)C1 (stereo not drawn),9,0,-14,-10,6,2,-4,5,-15,3,-16
O=C(OCc1nnc(-c2ccc(Cl)cc2)o1)c1ccncc1,-6,-27,-1,-2,-4,-8,-52,-11,-18,-10,-38
COc1ccccc1-n1c(C)nc(=O)c(-c2ccccc2)c1C,-7,13,-14,4,10,4,-24,-18,0,-4,-16
CC1Cc2ccccc2N1S(=O)(=O)c1cccc(C(=O)OCC(=O)NC2CCS(=O)(=O)C2)c1 (stereo not drawn),-6,-5,0,16,-8,-7,15,-6,5,16,5
Cc1cccc(-n2ncc3c2CCCC3NC(=O)CCN2CCCCO2)c1C (stereo not drawn),-5,30,16,8,-16,21,-7,9,5,7,-6
CCCCN(C)Cc1c(C)[nH]c2c(ccc3ccccc32)c1=O,15,9,-14,24,2,-4,-15,17,-6,3,-14
Cc1ccc(/C=C/C(=O)Nc2cc(C)on2)cc1,-32,-52,-3,-26,-5,-16,-23,-86,22,-28,-68
COc1ccc(-c2ccc(CCC(=O)O)n2NC(N)=O)cc1,13,-8,-4,-6,11,9,-10,2,-1,-6,-8
COCCOC(=O)c1c(NC(=O)COC(=O)Cc2cccc(OC)c2)sc(C(N)=O)c1C,-12,-5,-8,-15,12,18,-4,-8,3,5,14
Cc1c(NC(=S)NC(=O)c2cccc(Br)c2)c(=O)n(-c2ccccc2)n1C,1,-1,-15,20,-1,-6,4,34,4,-1,-9
COc1ccc(NC(=O)c2ccc(-n3cccn3)nc2)c(OC)c1,4,-4,-10,8,10,-2,0,6,-16,0,-13
Cc1cc2cc(CN(Cc3ccco3)C(=O)NCc3ccccc3)c(=O)[nH]c2cc1C,-13,-11,7,0,-7,8,.,-9,12,-4,1
CCOc1ncccc1C(=O)Nc1cccc(S(=O)(=O)N2CCCCC2)c1,-11,3,35,27,-2,-2,6,5,15,-2,-1
COc1cc(CNc2ccc(N3CCOCC3)c(C(=O)O)c2)ccc1OCC(N)=O,-1,9,5,-1,8,-6,-12,15,0,4,-5
COc1ccc(OC)c2[nH]c(=O)c(CCNC(=O)C3CCCCC3)cc12,2,6,-6,-13,6,-2,21,-17,0,1,-45
O=C(c1cccnc1)N(Cc1ccccc1)c1ccccc1,1,0,8,6,-2,.,-14,-51,-5,-3,.
CC(C)C[C@@H](CNCC(=O)[C@H](C)NC(=O)c1[nH]cnc1C(=O)N[C@@H](C)CN)NC(=O)c1nc[nH]c1C(=O)N[C@@H](Cc1ccccc1)C(=O)O,-5,-3,-3,29,10,-4,16,3,-3,0,-16
COc1ccc(Cn2c(C)c(C)c(C#N)c2NC(=O)Nc2cccc(Cl)c2)cc1,-1,9,-7,0,6,-1,13,-14,-6,1,-11
C#CCn1c(CCNC(=O)c2ccco2)nc2ccccc21,1,-21,-6,1,23,-12,9,2,-8,-7,-13
COc1ccccc1C1=NOC(COc2ccc3c(C)cc(=O)oc3c2)C1 (stereo not drawn),-1,-23,-5,-8,2,-59,9,13,8,12,19
O=C(N/N=C/c1ccc([N+](=O)[O-])o1)c1cc2ccccc2o1,32,7,-9,-13,8,25,-5,39,12,-22,51
COc1ccc(OC)c(C(=O)COC(=O)C2CC3CCCC(C2)C3=O)c1 (stereo not drawn),8,-1,6,-12,-2,-28,0,-2,7,4,-1
Cc1ccc(CC(=O)OCC(=O)NC2CCCC(C)C2C)cc1C (stereo not drawn),-13,1,10,-28,-5,0,-16,-1,-8,0,3
CCC(OC(=O)c1ccco1)C(=O)NCc1ccc(C)cc1 (stereo not drawn),-3,6,-5,4,7,0,-19,0,-4,1,-13
C=CCOc1cccc(/C=N/NC(=O)CC(=O)NC2CCCCC2)c1,6,-7,17,-3,-4,9,11,-15,11,3,-29
CC1Cc2cc(S(=O)(=O)N3CCN(c4ccccc4)CC3)ccc2N1C(=O)C1CC1 (stereo not drawn),-24,-39,-3,-3,13,-20,-23,-24,26,5,14
CC(=O)c1sc(NC(=O)C2CCN(c3ncnc4sc(C)c(C)c34)CC2)nc1-c1ccccc1,-22,2,-10,11,-8,22,6,-18,-2,5,-8
CCc1cc(=O)oc2c3c(cc(OCC(=O)NCc4ccco4)c12)OC(C)(C)CC3,0,-12,2,0,3,.,-6,-2,22,-4,.
CN(Cc1ccccc1)C(=O)N1CCOCC1,2,0,14,-4,-13,1,7,-1,-6,-2,8
O=[N+]([O-])c1cccc(-c2n[nH]c(=S)n2-c2ccc(Br)cc2)c1,14,-17,0,11,5,-3,5,-20,-11,-2,-7
S=C(Nc1ccccc1)N1CCN(c2ccccc2)CC1,-9,2,0,8,-3,-5,-7,-20,3,5,-1
CC(CCc1ccccc1)NC(=O)c1cccc(F)c1 (stereo not drawn),10,7,8,-8,-9,11,16,1,2,8,-20
Cc1occc1C(=O)Nc1ccc(S(N)(=O)=O)cc1,5,-13,0,0,1,-5,15,14,-6,-2,21
O=C(CNC(=O)c1ccco1)OCC(=O)c1cccc2ccccc12,7,-8,14,-8,-6,5,-1,-1,-2,-2,-26
Cc1ccc(C)c(OCCn2cc(/C=C(\C#N)C(=O)NCc3ccco3)c3ccccc32)c1,26,-6,57*,-41,-58*,-3,6,-18,3,-20,-39
COc1ccc(C2CC(=O)C(C=NCCCO)=C(O)C2)cc1 (stereo not drawn),1,-13,3,-12,-4,-5,-4,-3,-2,-8,-1
COc1cc2c(cc1OC)C(COc1ccc(C(C)C)cc1)NCC2 (stereo not drawn),7,7,4,-19,-3,21,5,-1,-1,-9,15
OCC[C@@H]1C[C@H](O)[C@@H](O)[C@@]2(CCc3ccccc3CO2)O1,2,19,-8,9,-12,2,-20,8,7,0,5
Cc1ccc(CN(CC(=O)NCC2CCCO2)S(=O)(=O)c2ccc(C)cc2)cc1 (stereo not drawn),6,4,8,6,6,3,7,5,-15,2,-11
COc1ccc(/C=N/NC(=O)c2cccnc2)c(C(=O)O)c1OC,-9,6,8,0,-2,9,-10,11,-9,-6,-12

Taken from the results shown for reference:
Structure,SRC3 inh,SRC1 inh,CF NFkB block,TWEAK Fn14 block,KKLEB cytotox,NR2F2 inh,TROY signal inh,NR5A2 inv ag,TRAIL sens C8,LMP1 NFkB inh,SRC2 inh
O=C(N/N=C/c1ccc([N+](=O)[O-])o1)c1cc2ccccc2o1,32,7,-9,-13,8,25,-5,39,12,-22,51
COc1ccc(OC)c(C(=O)COC(=O)C2CC3CCCC(C2)C3=O)c1 (stereo not drawn),8,-1,6,-12,-2,-28,0,-2,7,4,-1

(next part)
Structure,SRC3 inh,SRC1 inh,CF NFkB block,TWEAK Fn14 block,KKLEB cytotox,NR2F2 inh,TROY signal inh,NR5A2 inv ag,TRAIL sens C8,LMP1 NFkB inh,SRC2 inh
CC(=O)NS(=O)(=O)c1ccc(NC(=O)c2ccc(NC(=O)c3cccs3)cc2)cc1,-6,-8,1,4,-7,-7,-6,3,1,9,-2
CCOc1ncccc1C(=O)OCC(=O)c1cccs1,9,-8,-6,5,7,5,-11,-6,-10,3,-21
C[C@H](NC(=O)C1CCN(S(=O)(=O)c2ccccc2)CC1)C(=O)NCc1cccnc1,6,6,-14,-5,11,-6,2,-15,-13,5,-42
CN1CCN(C2CCN(c3cccc(Cl)c3)CC2)CC1CCO (stereo not drawn),-8,-18,14,-1,-5,15,23,-8,0,3,-10
Cc1cc(C(=O)Nc2cccc(C)c2C)n(-c2ccccc2)n1,-29,-39,8,-21,0,1,-30,-48,-3,-3,-36
O=C(Nc1nnc(SCc2ccccn2)s1)C1CC(=O)N(c2ccccc2)C1 (stereo not drawn),12,-8,11,4,6,-1,14,20,-17,5,-3
CCCOc1cccc(-c2nnc(N)s2)c1,-13,-18,-22,-5,8,-20,-8,-14,-4,-5,-57
Cc1cc(NC(=O)c2c(Cl)cnn2C)no1,8,11,-4,12,12,-4,5,-3,-16,4,5
COc1ccc(C2CC(=O)N(CC(=O)NCC3CCCO3)c3ccccc3S2)cc1OC (stereo not drawn),-5,3,10,-12,4,4,10,10,-7,5,-53
COc1ccc2nc(-c3cccc(N)c3)[nH]c2c1,-50,-92,-20,36,2,-20,-6,-96,52*,-8,-17
CCOc1ccc(C(c2c(C)n(C)n(-c3ccccc3)c2=O)c2c(C)n(C)n(-c3ccccc3)c2=O)c(O)c1,3,-22,0,-14,-5,13,-22,-17,-4,-7,8
O=C(c1ccccc1)C(c1ccccc1)c1ccccc1,-4,6,-9,15,6,11,0,20,20,2,-1
CNC(=O)NC(=O)CSc1ncc(C(F)(F)F)cc1Cl,9,-10,3,-17,6,-4,-9,-26,-4,-27,4
CCN(C(=O)CSc1nc2ccccc2[nH]1)C1CCS(=O)(=O)C1 (stereo not drawn),-20,-6,-17,-4,10,-23,-1,-2,-10,-1,5
Cc1cc(C)c(OCC(=O)OCC(=O)NC2CCCCCCC2)c(C)c1,6,-4,-4,14,-7,22,-12,9,-15,.,-2
CCOC(=O)N1CCC2(CC1)C(C#N)=C(N)Oc1c2c(C)nn1-c1cccc(Cl)c1,2,-7,3,-11,6,9,-23,9,-5,-9,-29
CCCCC(=O)Nc1ncc2c(n1)CC(C)(C)CC2=O,-21,-17,-3,1,7,15,-8,-11,9,0,-13
CCC(C(=O)NC1CCCCC1)n1c(SCc2ccc(F)cc2)nc2ccncc21 (stereo not drawn),0,-2,16,0,1,15,-6,-19,8,-8,9
Cc1cc2c(cc1C)C(=O)C(=O)N2,-3,-6,-6,8,8,0,8,-7,5,-4,10
CCOC(=O)C1=CCC(c2cccc(C)c2)N(S(=O)(=O)c2ccc(C)cc2)C1 (stereo not drawn),-1,4,29,5,-16,17,16,12,-12,.,18
Cc1cc2c(s1)CCCCC(=O)N2,-2,5,-7,24,4,9,14,-9,-14,3,24
c1cc(C2CCCCC2)ccc1Oc1nc(N2CCOCC2)nc(N2CCOCC2)n1,-3,2,36,-2,-6,3,-5,-17,1,-13,-15
Cc1nc(C)c(C(=O)N2CCCC(C(=O)c3ccc4ccccc4c3)C2)s1 (stereo not drawn),10,-7,24,-9,-12,5,-3,1,-13,-11,5
Oc1ccccc1CN1CCN(C(O)(c2ccccc2)c2ccccc2)CC1,6,-6,6,3,-12,-14,5,8,17,-102,7
COc1cccc(CN2C(=O)c3ccccc3C2C(=O)NCC2CCCO2)c1 (stereo not drawn),1,-11,2,7,-4,4,-19,2,0,-6,-16
CCCCN(C(=O)c1ccc(C)c(S(=O)(=O)N2CCOCC2)c1)c1c(N)n(CC(C)C)c(=O)[nH]c1=O,8,1,-12,-1,4,-1,10,-3,-8,6,0
O=C(CN1C(=O)c2ccccc2C1=O)c1ccc(F)cc1,-8,8,1,-2,8,-8,3,5,-4,8,-17
CN(Cc1ccccc1)C(=O)CCC1CCN(S(=O)(=O)N(C)C)CC1,-3,13,-12,9,8,9,0,8,1,-2,18
COCCNC(=O)C1CCCN(Cc2ccccc2Cl)CC1 (stereo not drawn),2,0,26,-3,-4,.,-6,6,-2,.,.
